Bioassay records: PubChem, several laboratories
TROY signal inh: TROY signaling inhibition | Q293 LMP1-TROYcd NF-kB luciferase reporter, 4 h | inhibition, % at 10 µM | 360,000 compounds, 0.98% hits;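 active = compounds whose plate-normalised and pattern-corrected inhibition of the luciferase reporter signal at the single screening dose is 50% or more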
SRC1 inh: inhibits human SRC1 coactivator | Q15788 | 360,000 compounds, 0.12% hits | HEK293 GAL4-SRC1 luciferase reporter, luminescence | inhibition, % at 3.6 µM;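 active = inhibition above the campaign mean plus 3 SD, with each screening campaign given its own cutoff, cut at about 60% in these data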;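 note: 0% = DMSO treated cells and 100% = gossypol at 36 µM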
NCOA3 inh: human NCOA3 inhibition. Q9Y6Q9. HEK293 GAL4-SRC3 luciferase reporter, luminescence. inhibition, % at 3.6 µM. 360,000 compounds, 0.17% hits;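 active = inhibition above a per-campaign cutoff, the mean of all compounds plus 3 SD, cut at about 60% in these data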;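 note: 0% = DMSO-treated cells and 100% = gossypol-treated cells at 36 µM; higher means less SRC3-driven luciferase light from the GAL4 reporter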
Target sequence (Q9Y6Q9 whole entry, looked up, the tested form may be a part): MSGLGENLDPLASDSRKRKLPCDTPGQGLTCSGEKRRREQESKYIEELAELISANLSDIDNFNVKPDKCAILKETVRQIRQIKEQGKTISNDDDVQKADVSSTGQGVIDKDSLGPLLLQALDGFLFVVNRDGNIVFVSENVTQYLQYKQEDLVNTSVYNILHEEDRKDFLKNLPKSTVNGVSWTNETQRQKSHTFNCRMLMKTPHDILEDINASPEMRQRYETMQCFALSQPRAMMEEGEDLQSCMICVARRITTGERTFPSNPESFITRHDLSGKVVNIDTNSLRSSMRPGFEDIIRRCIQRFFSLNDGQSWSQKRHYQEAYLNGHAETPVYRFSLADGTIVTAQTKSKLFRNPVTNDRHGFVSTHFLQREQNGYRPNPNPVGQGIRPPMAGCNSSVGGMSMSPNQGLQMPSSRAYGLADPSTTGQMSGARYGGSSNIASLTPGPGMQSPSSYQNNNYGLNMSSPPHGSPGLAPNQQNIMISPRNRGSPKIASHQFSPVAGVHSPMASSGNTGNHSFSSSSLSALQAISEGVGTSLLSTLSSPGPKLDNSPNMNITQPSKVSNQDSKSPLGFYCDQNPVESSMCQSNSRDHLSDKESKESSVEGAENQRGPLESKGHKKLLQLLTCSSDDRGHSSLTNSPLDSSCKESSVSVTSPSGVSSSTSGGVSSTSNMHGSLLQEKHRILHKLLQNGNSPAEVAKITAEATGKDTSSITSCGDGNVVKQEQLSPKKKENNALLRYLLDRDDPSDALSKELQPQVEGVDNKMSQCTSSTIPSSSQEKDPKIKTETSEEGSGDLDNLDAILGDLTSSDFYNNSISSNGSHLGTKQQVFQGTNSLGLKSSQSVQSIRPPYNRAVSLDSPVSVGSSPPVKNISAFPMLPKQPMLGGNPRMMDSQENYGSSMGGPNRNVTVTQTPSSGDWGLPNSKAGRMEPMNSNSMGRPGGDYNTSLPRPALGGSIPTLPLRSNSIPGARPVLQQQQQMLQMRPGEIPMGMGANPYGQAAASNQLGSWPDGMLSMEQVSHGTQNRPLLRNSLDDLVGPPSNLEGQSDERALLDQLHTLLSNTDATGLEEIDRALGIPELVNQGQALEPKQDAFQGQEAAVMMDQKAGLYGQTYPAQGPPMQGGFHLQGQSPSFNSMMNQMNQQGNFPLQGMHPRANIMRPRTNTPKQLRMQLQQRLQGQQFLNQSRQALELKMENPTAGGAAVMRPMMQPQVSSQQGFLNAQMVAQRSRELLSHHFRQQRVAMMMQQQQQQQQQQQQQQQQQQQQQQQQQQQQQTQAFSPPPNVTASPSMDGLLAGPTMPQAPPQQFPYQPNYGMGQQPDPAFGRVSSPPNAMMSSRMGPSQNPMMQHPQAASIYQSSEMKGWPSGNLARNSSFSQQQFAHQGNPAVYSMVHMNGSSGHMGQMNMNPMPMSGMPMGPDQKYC
NR5A2 inv ag: NR5A2 inverse agonism in reporter assay | HEK293T StAR-luciferase reporter, LRH-1 transfected, 24 h | inhibition, % at 3.6 µM | 360,000 compounds, 0.13% hits | O00482 | AID 602396;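 active = inhibition above the mean inhibition of all tested compounds plus 3 SD, cut at about 73% in these data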;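 note: 0% = DMSO wells and 100% = reporter-only cells lacking LRH-1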
SRC2 inh: inhibits human steroid receptor coactivator 2 | 370,000 compounds, 0.17% hits | Q15596 | inhibition, % at 9 µM | HEK293 GAL4-SRC2 luciferase reporter, luminescence;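 active = inhibition above the mean inhibition of all tested compounds plus 3 SD, set per campaign, cut at about 52% in these data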;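 note: 0% = DMSO treated cells and 100% = cells given Gossypol at 36 µM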
C8 TRAIL sens: caspase-8 TRAIL sensitization; NB7+C8 cells + TRAIL, ATPlite viability luminescence; inhibition (viability loss, TRAIL sensitization), % at 10 µM; 360,000 compounds, 1% hits;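 active = compounds causing at least 50% loss of cell viability in the single-dose screen, relative to plate controls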
CF NFkB block: cystic fibrosis NF-kB activation inhibition | 360,000 compounds, 0.86% hits | inhibition, % at 5 µM | AID 588850 | KKLEB NF-kB-GFP reporter, PAF-induced, GFP fluorescence overnight;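 active = at least 50% inhibition at 5 µM, scaled per plate between neutral and stimulator controls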;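 note: PAF is a Pseudomonas aeruginosa culture filtrate used as stimulus; plate controls were PAF-stimulated DMSO wells for no effect and unstimulated DMSO wells for full effect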
KKLEB cytotox: CF airway cell cytotoxicity counter-screen. 360,000 compounds, 0.36% hits. KKLEB CF airway cells viability, ATPlite luminescence, overnight; stronger effect = lower value; cells stimulated with P. aeruginosa culture filtrate. AID 602141. activity change (cytotoxicity), % at 5 µM;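 active = corrected activity change at or below -50% at 5 µM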
LMP1 NFkB inh: inhibitors of Epstein-Barr LMP1-induced NF-kappaB reporter. inhibition, % at 12.5 µM. LMP1-induced NF-kappaB luciferase reporter cells, luminescence. 350,000 compounds, 0.69% hits. AID 504558; in the data active = inhibition above about 41%;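 note: 0% = neutral control wells and 100% = reference inhibitor control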
TWEAK-Fn14 inh: TWEAK-Fn14 signaling inhibition. TWEAK-stimulated Fn14 reporter cells, luciferase luminescence, 8 h. inhibition, % at 10 µM. 360,000 compounds, 2% hits; in the data active = inhibition above about 50%
NR2F2 inh: inhibitors of human COUP-TFII (NR2F2); P24468; HEK293T NGFI-A luciferase reporter, luminescence; inhibition, % at 8.6 µM; 370,000 compounds, 0.7% hits; AID 686940;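 active = inhibition above a per-plate cutoff, mean inhibition of test wells between control levels plus 3 SD, cut at about 38% in these data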;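 note: cells cotransfected with COUP-TFII expression vector driving the NGFI-A reporter; 0% = median of COUP-TF2 test wells and 100% = reporter-only cells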
Numbers without * were called inactive; / = no result given.

SMILES | TROY signal inh | SRC1 inh | NCOA3 inh | NR5A2 inv ag | SRC2 inh | C8 TRAIL sens | CF NFkB block | KKLEB cytotox | LMP1 NFkB inh | TWEAK-Fn14 inh | NR2F2 inh
NC(=O)NCCCC(NC(=O)c1ccc(C#CC2(O)CCCCC2)cc1)C(=O)O (stereo unspecified) | 17 | -14 | -4 | 2 | -24 | -5 | -6 | 15 | -10 | -11 | 3
CCCCC(=O)N1CCN(c2ccc(OC)cc2[N+](=O)[O-])CC1 | -8 | -3 | 10 | -3 | -22 | 7 | 14 | -3 | 12 | 8 | 10
CC1CCCCN1C(=O)c1cccc(NC(=O)c2ccccc2)c1 (stereo unspecified) | 9 | 5 | 12 | -5 | 13 | -6 | 2 | 9 | -5 | 4 | 10
CCN(CC)c1ncnc2c1ncn2[C@H]1CN(Cc2ccco2)C[C@@H](CO)O1 | -2 | 0 | -9 | 0 | -22 | 4 | -18 | 14 | / | -6 | 4
COc1cccc(/C=N/NC(=O)CNC(=O)COc2cccc(C)c2)c1O | -43 | 9 | 8 | -6 | 14 | 18 | 8 | 0 | 20 | -7 | 27
O=C(Nc1cccc(Cl)c1Cl)C1CC(=O)N(c2ccc(Br)cc2)C1 (stereo unspecified) | 16 | -4 | 14 | -5 | -4 | 17 | -6 | -3 | 7 | -6 | 12
Cc1ccc(NC(=O)COC(=O)CCc2ccccc2)cc1S(=O)(=O)N1CCOCC1 | -9 | 8 | 10 | 18 | -17 | -11 | -28 | 17 | 0 | -17 | -5
CCOC(=O)c1ccc(-n2c(CN3CCN(CCO)CC3)nc3ccc([N+](=O)[O-])cc3c2=O)cc1 | 33 | 0 | 5 | -1 | 11 | -4 | -14 | -6 | 2 | -1 | 2
COc1cccc(C(=O)Nc2nnc(-c3cccs3)s2)c1 | 16 | -114 | -75 | -128 | -47 | 10 | -9 | 9 | -4 | 70* | -28
COc1cc2c3c(c1OC)C1(C=CC(=NO)C=C1)CC3N(C(C)=O)CC2 (stereo unspecified) | -4 | -13 | 10 | -1 | -21 | -3 | -14 | 7 | 11 | -10 | 11
O=C(N[C@@H]1CCC(=O)N(CC[C@H](Oc2ccccc2)c2ccccc2)CC1)OCc1ccccc1 | 4 | -25 | -15 | -8 | 8 | -3 | -9 | -17 | 9 | -16 | 8
Cn1cccc1C(=O)OCC(=O)NNC(=O)c1ccc([N+](=O)[O-])cc1 | 10 | 3 | 13 | -7 | -19 | -6 | -12 | 9 | -5 | -4 | -9
C[C@H](NC(=O)c1cc2c([nH]c3ccccc32)c(-c2ccccc2)n1)C(=O)O | 9 | 1 | 5 | -35 | -20 | 8 | 3 | 15 | -5 | 22 | -16
Cc1cccc(N2CCN(C(=O)CCC(=O)N3Cc4ccccc4Oc4ncccc43)CC2)c1C | 11 | 8 | 3 | -14 | -27 | 7 | 7 | 0 | 6 | 8 | 16
c1ccc2c(c1)nc(-c1ccncc1)n1nnnc21 | -12 | 5 | 19 | 26 | 8 | -8 | -5 | 0 | 5 | -10 | 12
O=C(NC(=S)Nc1ccccc1N1CCN(C(=O)c2ccccc2)CC1)c1ccccc1F | 35 | -26 | -17 | -5 | -14 | 13 | -33 | 6 | -1 | 11 | 4
Cc1ccc(/C=N/n2c(C)n[nH]c2=S)o1 | 0 | 2 | 18 | -7 | -11 | 7 | -6 | 9 | -12 | -8 | -17
Cn1cc(Br)c(C(=O)NNC(=O)Cc2ccc(Cl)cc2)n1 | -9 | -15 | -15 | -7 | 7 | -6 | -12 | 3 | -14 | 40 | -15
Cc1ccc(-c2ccc(/C=N/NC(N)=S)o2)cc1 | -16 | -69 | -39 | 20 | -13 | 10 | -42 | 18 | -24 | -5 | 4
O=C(NC(c1ccccc1)c1cnccn1)C1CCN(CCOc2ccc(Cl)cc2Cl)CC1 (stereo unspecified) | 5 | -5 | 7 | 16 | -17 | -13 | 3 | -12 | / | -10 | 8

Ordered by molecular weight (low to high): some entries from above
SMILES | TROY signal inh | SRC1 inh | NCOA3 inh | NR5A2 inv ag | SRC2 inh | C8 TRAIL sens | CF NFkB block | KKLEB cytotox | LMP1 NFkB inh | TWEAK-Fn14 inh | NR2F2 inh
c1ccc2c(c1)nc(-c1ccncc1)n1nnnc21 | -12 | 5 | 19 | 26 | 8 | -8 | -5 | 0 | 5 | -10 | 12
Cc1cccc(N2CCN(C(=O)CCC(=O)N3Cc4ccccc4Oc4ncccc43)CC2)c1C | 11 | 8 | 3 | -14 | -27 | 7 | 7 | 0 | 6 | 8 | 16
CCOC(=O)c1ccc(-n2c(CN3CCN(CCO)CC3)nc3ccc([N+](=O)[O-])cc3c2=O)cc1 | 33 | 0 | 5 | -1 | 11 | -4 | -14 | -6 | 2 | -1 | 2

Other entries.
SMILES | TROY signal inh | SRC1 inh | NCOA3 inh | NR5A2 inv ag | SRC2 inh | C8 TRAIL sens | CF NFkB block | KKLEB cytotox | LMP1 NFkB inh | TWEAK-Fn14 inh | NR2F2 inh
CN(C(=O)CSc1nc2scc(-c3ccccc3)c2c(=O)[nH]1)c1ccccc1 | 44 | -5 | -31 | -4 | 18 | -2 | -7 | 0 | -2 | 17 | 1
CCc1ccc(OCC2c3cc(OC)c(OC)cc3CCN2C(=S)NC)cc1 (stereo unspecified) | 0 | 8 | 14 | 9 | 7 | -9 | 7 | -8 | 12 | 5 | 4
COc1ccc(-c2ccc(SCC(=O)N3CCCC3)nn2)cc1OC | -14 | -11 | -4 | -2 | -16 | 1 | 4 | -15 | 9 | -4 | -6
CCOc1ccccc1NS(=O)(=O)c1ccc2oc(=O)ccc2c1 | 5 | 8 | 3 | 4 | -5 | -9 | -6 | -9 | -5 | -3 | 9
Cc1ccc(-c2nnn(CC(=O)N(CC(=O)NC3CCCC3)c3ccccc3F)n2)o1 | 10 | -3 | 2 | 28 | -3 | 13 | 2 | -17 | 7 | -11 | -18
O=C(O)c1ccccc1Nc1ccc([N+](=O)[O-])cc1 | -26 | -31 | -59 | -125 | -28 | 9 | -13 | 4 | 10 | -22 | -84
Cn1nc([N+](=O)[O-])nc1Sc1nnc(-c2ccccc2)o1 | -5 | 5 | 32 | 4 | 23 | 0 | 28 | -13 | 3 | 69* | -7
CC1CN(CCc2ccccc2)c2nc3c(c(=O)n(CC(N)=O)c(=O)n3C)n2C1 (stereo unspecified) | 5 | -11 | 5 | 3 | -14 | -23 | -7 | 7 | -5 | 13 | -21
CCOC(=O)c1ccc(S(=O)(=O)N2CCC(C(=O)N3CCN(c4ccccc4OC)CC3)CC2)cc1 | 16 | -23 | 5 | -15 | 18 | 3 | 22 | -6 | 39 | 9 | 6
O=C(CCC1CCCCC1)Nc1cc(Cl)ccc1N1CCOCC1 | -21 | -5 | 10 | 2 | -32 | 24 | 13 | -2 | -9 | -26 | 0
O=C(CSc1nc2ccsc2c(=O)n1Cc1ccc(C(=O)O)cc1)NCC1CCCO1 (stereo unspecified) | -17 | -2 | 12 | -6 | -18 | -20 | -1 | 11 | -3 | 0 | -15
COC(=O)c1sc(NC(=O)c2ccc(Cn3cc(Cl)cn3)o2)c(C#N)c1C | 29 | -14 | 5 | 13 | -15 | 8 | 6 | -7 | 2 | -3 | -5
COc1ccc(N2CCN(C(=O)C(C)(C)Oc3ccc(Cl)cc3)CC2)cc1 | 8 | -3 | -33 | -1 | -4 | -11 | 11 | 13 | 0 | 2 | 0
COCc1cc(C)nc(Nc2ccccc2C)c1C#N | -5 | -47 | -13 | 0 | / | -10 | -2 | 4 | -3 | -6 | /
COc1ccc(Br)cc1C1Nc2ccccc2C(=O)N1NC(=O)c1ccncc1 (stereo unspecified) | 10 | 5 | 19 | 15 | 12 | -4 | -6 | -2 | -6 | 0 | -12
CC1(C)CC(=O)c2cc(C(=O)NCc3ccco3)c(=O)n(-c3ccc(Cl)cc3)c2C1 | 21 | 6 | 11 | -25 | 20 | 3 | -1 | 13 | -1 | 9 | 12
COc1ccc(C2=NN(C(C)=O)C(c3cccs3)C2)cc1OC (stereo unspecified) | -7 | -45 | -17 | -23 | -24 | 9 | 34 | -10 | 7 | -15 | -3
O=C1CN(S(=O)(=O)c2ccccc2)CC(=O)N1CCc1ccccc1 | 21 | -5 | -9 | -6 | -54 | -8 | 22 | -9 | 2 | -9 | 0
COc1ccc(/C=N/N(CCC(=O)NC(C)(C)C)C2=NS(=O)(=O)c3ccccc32)cc1 | -18 | -4 | -14 | -23 | 3 | -25 | -4 | -7 | 5 | -9 | 12
C/C=C(\C)C(=O)Nc1cccc(C2=NOC3(C2)C[C@H](C(N)=O)N(C(=O)c2cc([N+](=O)[O-])cc([N+](=O)[O-])c2)C3)c1 (stereo partly specified) | -13 | 3 | -3 | -5 | -20 | 3 | -24 | 0 | 1 | -21 | 13
COC(=O)C1CC23C=CCN4CCC5(c6ccccc6NC15C2C)C43 (stereo unspecified) | 23 | 19 | 14 | 18 | 15 | -2 | 24 | 0 | 16 | -9 | -29
COc1cccc(CN(CCC(=O)O)Cc2cccc(OC)c2)c1 | -3 | -13 | 13 | -16 | -24 | 3 | 8 | -8 | 0 | 13 | -10
N#CC1=C(C=Nc2ccccc2O)CCC1 | -9 | -3 | 16 | -10 | 6 | -8 | -24 | 16 | -6 | 4 | 12
C/C(=N\NC(=S)NCc1ccccc1)c1ccc(Br)cc1 | -4 | -21 | -9 | -15 | 3 | -13 | 5 | 3 | -12 | -18 | 11
CC(C)N1CCN(Cc2cccc(-c3ccco3)c2)CC1CCO (stereo unspecified) | 9 | -1 | 3 | -8 | -4 | 4 | 0 | -2 | -27 | 2 | -21
CC(=O)N(Cc1cc2cc(C)ccc2[nH]c1=O)c1cccc(C)c1C | -6 | 8 | 4 | 8 | 0 | -8 | -23 | 0 | 7 | -9 | -14
FC(F)(F)c1cccc(-c2cc3nc(NCCCn4ccnc4)ccn3n2)c1 | -24 | 14 | -30 | 20 | -18 | 0 | -5 | -15 | / | -18 | -3
CCOC(=O)C1=C(Nc2cccc(Cl)c2)OCC1=O | -9 | 1 | 9 | -3 | -19 | 8 | -16 | 22 | 10 | -5 | 4
CC(C)(C)NC(=O)c1nn2c(C(F)(F)F)cc(-c3ccccc3)nc2c1Br | 9 | 13 | 16 | 8 | -5 | -14 | 2 | -2 | 2 | 3 | -2
O=C(CN1CCN(c2ccccn2)CC1)NC1CCCC1 | -3 | -17 | -2 | -5 | 6 | -6 | 16 | 0 | 28 | -21 | 4
O=C(NNC(=S)Nc1ccccc1Cl)c1ccccc1 | -17 | -114 | -135 | -111 | -35 | 13 | 4 | 9 | -23 | -49 | -32
CCN(CC(=O)Nc1ccc2c(c1)OCCO2)C(=O)c1ccc(Cl)cc1Cl | -49 | -44 | -73 | -63 | -42 | 8 | 18 | -16 | -32 | -46 | -47
O=C(N/N=C/c1ccc(O)cc1)c1cc(C23CC4CC(CC(C4)C2)C3)[nH]n1 | 8 | -5 | 11 | -11 | -16 | 8 | -6 | 5 | -15 | -71 | 8
O=c1cc(-c2ccc([N+](=O)[O-])cc2)nc2cc(-c3ccc(F)cc3)[nH]n12 | -9 | -9 | 14 | -1 | -15 | -1 | 9 | -5 | 1 | -54 | 17
CC(=O)C1=C(O)C(=O)N(CCN(C)C)C1c1ccc(Cl)cc1 (stereo unspecified) | -4 | 4 | 4 | -6 | -14 | -2 | 4 | 10 | -1 | -5 | -13
O=C(OCc1nnc(-c2ccccc2)o1)c1ccc(Cl)cc1 | 12 | -66 | 9 | -14 | -16 | 0 | 4 | 7 | -18 | 8 | 4
